From PubChem BioAssay
KB-V1 MDR tox: kills drug-selected multidrug resistant KB-V1 cells | KB-V1 MDR cells viability, CellTiter-Glo, 72 h | 400,000 compounds, 3.4% hits | Potency, µM (doses to about 46.1 µM), inactives show top-dose activity change, negative = cytotoxicity, usual class: cytotoxic; note: potency is the fitted concentration of half-maximal effect; % is set by controls: 0 for no effect and ±100 for the full control effect; nearly all actives have a fitted effect of over 60% in size
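Cells of the MDR subline KB-V1 are plated, dosed with compound at multiple concentrations, and incubated 72 h at 37 degrees C; CellTiter-Glo is then added and luminescence read after 10 min.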
KB-3-1 cytotox: kills parental KB-3-1 adenocarcinoma cells. KB-3-1 viability, CellTiter-Glo ATP luminescence, 72 h. Potency, µM (titrated, usually from 46.1 µM), without a hit: top-dose activity change, negative = cytotoxic, hits mostly cytotoxic. 400,000 compounds, 1.4% hits; note: potency is the fitted concentration of half-maximal effect; % is set by controls: 0 for no effect and ±100 for the full control effect; nearly all actives have a fitted effect of over 60% in size
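Cells are dispensed, compounds pinned in, plates held at 37 °C for 72 h, then CellTiter-Glo is added and luminescence read after 10 minutes. Cell line: parental KB-3-1 in phenol-red-free DMEM, 10% FBS.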
D3 ag: agonists of human D3 dopamine receptor | P35462 | D3R DiscoveRx beta-arrestin cells, luminescence, 90 min | max activation, % | 410,000 compounds, 0.58% hits | AID 652048; in the data active = max activation above about 30%; note: 0% is about no effect; mostly tested at two doses, the higher about 12 µM
Target sequence (P35462 whole entry, looked up): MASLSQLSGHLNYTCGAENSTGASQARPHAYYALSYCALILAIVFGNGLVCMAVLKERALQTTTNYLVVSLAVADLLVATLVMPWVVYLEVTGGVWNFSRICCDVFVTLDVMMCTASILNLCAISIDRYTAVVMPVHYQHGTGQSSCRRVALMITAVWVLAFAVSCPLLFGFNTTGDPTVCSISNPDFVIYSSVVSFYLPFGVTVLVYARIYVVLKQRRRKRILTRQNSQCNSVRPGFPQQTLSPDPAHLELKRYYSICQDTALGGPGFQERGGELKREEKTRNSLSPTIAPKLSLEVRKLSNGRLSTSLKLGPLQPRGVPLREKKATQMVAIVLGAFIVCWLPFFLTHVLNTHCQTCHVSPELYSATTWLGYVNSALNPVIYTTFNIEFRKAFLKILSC
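Agonist mode: compounds and dopamine controls were applied to plated cells for 90 min at 37 degrees C after an overnight attachment at 1500 cells/well. Luminescent read-out followed 30 - 60 minutes at room temperature with DiscoveRx detection reagent.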
Starred values were filed as active, the others as inactive; ? = inconclusive. Unless noted, calls come from the whole dose curve; as a rule, active = well fitted cell-killing curve with a large enough effect; inconclusive = small, poorly fitted or top-dose-only effect, or effect the other way; inactive = flat fitted curve, though single readings scatter. A portion of the library; the hit share may differ from the screen's.

SMILES | KB-V1 MDR tox | KB-3-1 cytotox | D3 ag
CCOc1ccc(-n2c(=O)c3c(C)c(C)sc3n(Cc3ccccc3C)c2=O)cc1 | 14% | 0% | 0
CCOc1ccc(-c2c(C)nn3c(C)c(C(=O)Nc4ccccc4C(=O)OC)cnc23)cc1OCC | 4% | 24% | 18
COc1ccc(-c2nc3ccccc3o2)cc1NC(=O)c1ccc(-c2ccc(Br)cc2)o1 | -6% | -2% | 8
CCc1ccc(NC(=O)CSc2ccc3nnc(CCNS(=O)(=O)c4ccc(OC)cc4)n3n2)cc1 | 1% | -22% | 3
CCCN(C(=O)c1sc2nc3n(c(=O)c2c1C)CCCC3)c1ccccc1C | ? | ? | 7
Cc1nn2c(C)c(C(=O)N3CCN(c4ccccc4F)CC3)cnc2c1-c1ccc(F)cc1 | 0% | -3% | 2
CC(=O)N1CCc2c(sc3c2c(=O)n(-c2ccc(C)cc2)c(=O)n3CC(=O)Nc2ccccc2)C1 | 11% | -4% | 4
Cc1cccc(NC(=O)c2ccc3[nH]c(C)cc(=O)c3c2)c1 | 10% | -1% | 1
CCCNC(=O)c1cnn(-c2ccc(C)c(C)c2)c1C1CCN(C(=O)OC(C)(C)C)CC1 | 2% | 2% | 12
O=C(NCc1ccc2c(c1)CCN2C(=O)c1ccc(F)cc1)c1ccc(Br)o1 | 2.6µM* | ? | -1

In another format: 5 of the compounds above.
SMILES	KB-V1 MDR tox	KB-3-1 cytotox	D3 ag
CCOc1ccc(-c2c(C)nn3c(C)c(C(=O)Nc4ccccc4C(=O)OC)cnc23)cc1OCC	4%	24%	18
COc1ccc(-c2nc3ccccc3o2)cc1NC(=O)c1ccc(-c2ccc(Br)cc2)o1	-6%	-2%	8
CCc1ccc(NC(=O)CSc2ccc3nnc(CCNS(=O)(=O)c4ccc(OC)cc4)n3n2)cc1	1%	-22%	3
CCCN(C(=O)c1sc2nc3n(c(=O)c2c1C)CCCC3)c1ccccc1C	?	?	7
Cc1nn2c(C)c(C(=O)N3CCN(c4ccccc4F)CC3)cnc2c1-c1ccc(F)cc1	0%	-3%	2

Next records.
SMILES | KB-V1 MDR tox | KB-3-1 cytotox | D3 ag
COc1ccccc1N1CCN(c2nc(-c3ccc(C)cc3)nc3ccccc23)CC1 | -9% | -2% | -15
COc1ccccc1OCCn1c(-c2ccc(Br)cc2)nc2ccccc2c1=O | 2% | 9% | -5
NC(=O)CSc1ncc2c(n1)-c1ccccc1N(Cc1ccccc1)S2(=O)=O | -12% | 7% | 1
CCOc1ccc(CNC(=O)c2ccc(NC(=O)N3CCCCc4ccccc43)cc2)cc1 | -12% | -5% | -8
O=C(NCc1ccccc1F)C1CCN(Cc2cc3ccccc3n2Cc2cccc(Cl)c2)CC1 | 12% | -13% | -12
COc1cc(C(=O)Nc2ccc3c(c2)N(C2CCCC2)C(=O)c2ccccc2S3)cc(OC)c1OC | 18% | 1% | -9
Cc1ccccc1NC(=O)CC1NCCNC1=O (stereo not given) | 11% | 14% | -4
Cc1ccc(CNC(=O)Nc2cc(C(=O)NCc3cccc(F)c3)ccc2N2CCCC2)cc1 | -2% | ? | 1
CCN(C(=O)CSc1nnc(C)n2c1cc1occc12)c1ccccc1 | 14% | 12% | -2
COc1cc(NC(=O)CCc2c(C)nc3c4c(C)cc(C)nc4nn3c2C)cc(OC)c1 | 0% | 1% | -6
COc1ccc(NC(=O)c2cn3c4c(ccc(Cl)c4c2=O)OC(C)C3)cc1OC (stereo not given) | 16% | 4% | -5
CSc1cccc(Nc2cc(C(=O)NCCCN(Cc3ccccc3)C(C)C)c3ccccc3n2)c1 | 16µM* | -5% | -14
COc1cccc(-c2nc(SCC(=O)N3CCc4ccccc43)c3c(=O)n(C)c(=O)n(C)c3n2)c1 | 0% | 0% | -2
CCOc1ccc(NC(=O)c2nc(S(=O)(=O)Cc3ccccc3F)ncc2Cl)cc1 | -14% | ? | -26
CCCNC(=O)c1ccc2nc(CCc3ccccc3)oc2c1 | 21% | 9% | -12
O=C1CC(c2nc(-c3cccc(Cl)c3)no2)CN1c1ccc2c(c1)OCCO2 (stereo not given) | ? | -23% | 8
COCCCNC(=O)c1cnc2sc(N3CCCCC3)nn2c1=O | ? | 24% | 4
COc1ccc(NC(=O)CCCS(=O)(=O)c2nc(-c3ccccc3OC)cc(C(F)(F)F)n2)c(OC)c1 | ? | 22% | -6
COc1ccc(-c2nnc(SCC(=O)Nc3c(C)cccc3C)nc2-c2ccc(OC)cc2)cc1 | -26% | ? | -27
COc1ccc(S(=O)(=O)N(CC(=O)NCc2ccccc2)c2ccc(C)cc2)cc1OC | 6% | 0% | -6

Sorted by number of heavy atoms (largest number first): four of the compounds above
SMILES | KB-V1 MDR tox | KB-3-1 cytotox | D3 ag
COc1ccc(NC(=O)CCCS(=O)(=O)c2nc(-c3ccccc3OC)cc(C(F)(F)F)n2)c(OC)c1 | ? | 22% | -6
COc1cccc(-c2nc(SCC(=O)N3CCc4ccccc43)c3c(=O)n(C)c(=O)n(C)c3n2)c1 | 0% | 0% | -2
O=C1CC(c2nc(-c3cccc(Cl)c3)no2)CN1c1ccc2c(c1)OCCO2 (stereo not given) | ? | -23% | 8
CCCNC(=O)c1ccc2nc(CCc3ccccc3)oc2c1 | 21% | 9% | -12

(further entries)
SMILES | KB-V1 MDR tox | KB-3-1 cytotox | D3 ag
COc1ccc(OC)c(CCNC(=O)Cn2ccc3cc(S(=O)(=O)N4CCCCC4)ccc32)c1 | -14% | ? | -17
CC(C)CCn1c(Oc2ccccc2F)nc2c1c(=O)n(C)c(=O)n2C | 10% | 7% | 2
Cn1c(=O)c2cc(C(=O)N3CCN(c4ccc(Cl)cc4)CC3)sc2c2ccccc21 | 0% | -2% | 11
Cc1cc2c(cc1S(=O)(=O)NCc1ccc(F)cc1)n(C)c(=O)c(=O)n2C | -9% | 1% | -6
Cc1cccc(C)c1-n1ncc(C(=O)NCc2ccc3c(c2)OCO3)c1C1CCN(C(=O)OC(C)(C)C)CC1 | 14% | 1% | -10
COc1ccc(-c2noc(CSc3nnc(-c4ccncc4)n3-c3cccc(C)c3)n2)cc1OC | -41% | -15% | 10
CCc1ccc(S(=O)(=O)c2nnn3c2nc(NCc2ccccc2)c2cc(Cl)ccc23)cc1 | 12% | 2% | 1
COc1ccc(-n2c(/C=C/c3cccc4ccccc34)nc3ccccc3c2=O)cc1OC | ? | -14% | 4
COc1cccc(Cn2c(=O)n(-c3cccc(Cl)c3)c(=O)c3c4c(sc32)CN(C(C)=O)CC4)c1 | ? | -4% | -4
O=C(c1ccco1)N(Cc1cccnc1)c1nc2c(F)cc(F)cc2s1 | 11% | -4% | 1
O=C(Nc1ccccc1C(F)(F)F)c1noc2c1CCCC2 | 3% | -4% | 3
CCOC(=O)C1CCN(C(c2ccc(SC)cc2)c2c(O)cc(C)n(Cc3ccco3)c2=O)CC1 (stereo not given) | 2% | 4% | -9
COc1ccc(C)cc1Nc1c2c(nc3nc(-c4cccs4)nn13)CCCC2 | 6% | 12% | 8
Cc1cc2oc3c(c(=O)c2cc1C)C1(C(=O)N(C)c2ccccc21)N(CCO)C3=O (stereo not given) | 29% | 6% | 5
CCOc1ccccc1NC(=O)CCc1c(C)nc2c3cccnc3nn2c1C | 2% | -7% | -12
CCOC(=O)c1ccc(NC(=O)Cn2ncc3c(C)n(Cc4ccccc4F)c(C)c3c2=O)cc1 | 1% | 16% | 7
Fc1ccc(-n2ncc3c(NC4CCCCCC4)ncnc32)cc1 | -11% | -23% | 4
Cc1ccc(NC(=O)C2CCCN(S(=O)(=O)c3cn(C(C)C)cn3)C2)c(C)c1 (stereo not given) | 4% | 16% | -16
Cc1cccc(Oc2nc3c(C)cccn3c(=O)c2/C=C(\C#N)c2nc3ccccc3[nH]2)c1 | 28% | 6% | -4
COc1ccccc1CNC(=O)c1ccc(Cn2c(SCc3ccccc3)nc3cccnc32)cc1 | -25% | -25% | -19
COC(=O)c1c(SC)nc2ccccc2c1OCc1ccc(C)cc1C | -21% | -18% | 16
COc1ccccc1C1CC(=O)N(c2cccc(C(F)(F)F)c2)C2=C1C(=O)OC2 (stereo not given) | 9% | 2% | -24
CCN(c1ccccc1)S(=O)(=O)c1nnc(NC(=O)COc2ccccc2F)s1 | 19% | 9% | 5
CC(C)(C)C(=O)NCCc1csc2nc(-c3ccc(F)cc3)nn12 | 7% | -19% | 16
CCOc1ccccc1NC(=O)CCn1c(-c2ccc(OC)cc2)cc(C(C)=O)c1C | 0% | 3% | 1
COc1ccc(NC2=C(c3ccc(C(F)(F)F)cc3)C(=O)c3ccccc32)cc1 | -6% | -14% | 9
COc1ccc(C(=O)N2CC(=O)Nc3ccc(C)cc3C2c2ccc(F)cc2)c(OC)c1 (stereo not given) | -6% | -5% | -14
Cc1ccc(C(=O)c2oc3ccccc3c2NC(=O)COc2ccc(C(C)(C)C)cc2)cc1 | 34% | -1% | 8
COc1ccc(CNC(=O)C2CCCN(S(=O)(=O)N(C)c3ccc(F)cc3)C2)cc1OC (stereo not given) | ? | ? | 9
COc1ccccc1NC(=O)CSc1nc(-c2ccc(C)cc2)nc2c1Cc1c(CO)cnc(C)c1O2 | ? | -7% | 1
CC(C)Oc1ccc(CNC(=O)Cc2ccc(NC(=O)N3CCSc4ncccc43)cc2)cc1 | 3% | ? | 2
CCOC(=O)c1cnc2ccccc2c1Nc1cccc(OC)c1 | ? | 3% | 5
COc1ccc(Cl)cc1NC(=O)C1CCN(S(=O)(=O)c2ccc(F)cc2)CC1 | ? | -27% | 1
Cc1ccc2c(CNCCc3ccccc3)c(C(=O)O)n(Cc3ccccc3C)c2c1 | 0% | 3% | 7
CCN(C(=O)c1c(C)oc2ncn(CC(C)C)c(=O)c12)c1cccc(Cl)c1 | 9% | -1% | 3
O=C(Nc1nnc(S(=O)(=O)N2CCCCC2)s1)c1ccc(F)cc1 | ? | 18% | -9
COc1ccc(Cn2c(CCC(=O)NCc3ccc(Cl)cc3)nc3cccnc32)cc1 | -26% | -4% | 3
CCCCn1cc(S(=O)(=O)c2ccccc2)c(=O)c2cc(F)c(N3CCC(C)CC3)cc21 | -2% | 0% | 7
COc1cc(OC)cc(C(=O)Nc2ccc3oc(-c4ccc(Cl)cc4)nc3c2)c1 | 16% | 3% | 3
Cc1ccc(Cl)cc1N1CCN(Cc2nnc(-c3ccc4c(c3)OCO4)o2)CC1 | -5% | 3% | -19
Cc1ccc(-n2ncc(C(=O)N3CCCCC3)c2C2CCN(C(=O)OC(C)(C)C)CC2)c(C)c1 | 11% | 24% | 1
C=CCc1ccccc1OCCSc1nc(-c2ccccc2F)nc2cc(=O)[nH]n12 | 11% | -1% | 0
Cc1cccc2nc(-c3ccc(N(C)C)cc3)c(Nc3ccc4c(c3)OCO4)n12 | 19% | 2% | -4
CCOC(=O)Cn1c(=O)oc2cc(S(=O)(=O)N3CCC(C(=O)OCC)CC3)ccc21 | 11% | -4% | 5
CS(=O)(=O)c1ncc(N(Cc2ccco2)Cc2ccco2)c(C(=O)Nc2ccccc2Br)n1 | -24% | -12% | 3
CCc1ccc2oc(-c3cccc(NC(=O)c4cc5ccccc5o4)c3)nc2c1 | 11% | -23% | 10
O=C1CC(c2nc3ccccc3n2CCCCOc2ccccc2)CN1c1ccccc1Cl (stereo not given) | -20% | ? | -15
Cc1ccc(NC(=O)Cc2coc3c(C)c(C)ccc23)cc1Cl | 11% | 7% | -2
Cc1ccc(NC(=O)Cc2ccc(-n3c(C)nc4cccnc43)cc2)cc1C | 4% | -19% | -8
COc1ccc(NC(=O)CCSc2nc(-c3ccco3)cc(C(F)(F)F)n2)cc1 | -18% | ? | 9
(next part)
SMILES | KB-V1 MDR tox | KB-3-1 cytotox | D3 ag
Cc1ccc(Nc2c(-c3cccc(Cl)c3)nc3cccc(C)n23)cc1 | -21% | -17% | -3
Cn1c(=O)cc(SCC(=O)Nc2cccc(C#N)c2)c2ccc(Cl)cc21 | 0% | 10% | -7
CCOc1cc2[nH]c(=O)n(CCCCC(=O)N3CCN(c4ccccc4OC)CC3)c(=O)c2cc1OCC | 27% | -5% | 17
Cc1ccc(N2C(=O)N(Cc3cccc(Cl)c3)c3ccccc3S2(=O)=O)cc1 | -11% | -20% | 2
COc1ccc(CNC(=O)CCC(=O)N2CC3CCCN3c3ccccc32)cc1 (stereo not given) | 1% | 6% | -6
CCOc1ccc(CCNC(=O)c2cc3n(n2)CCCN(Cc2ccc(C)cc2)C3=O)cc1OCC | -33% | -10% | -25
Cc1ccccc1-c1nc2cc(NC(=O)Cc3ccc(Cl)cc3)ccc2o1 | 6% | 9% | 5
O=C(Cn1cc(S(=O)(=O)Cc2ccccc2Cl)c2ccccc21)Nc1ccc(F)cc1F | -22% | -21% | -7
COc1ccc2c(CNCCc3ccccc3C)c(C(=O)O)n(Cc3ccccc3C)c2c1 | 4% | -2% | -8
CCOC(=O)CNC(=O)Nc1cc(C(=O)NCc2cccc(F)c2)ccc1N1CCCC1 | ? | -2% | 2
COc1ccc(C)cc1NC(=O)Nc1nnc(N2CCCCC2)s1 | -13% | 3% | 3
COc1ccc(CNc2nc(-c3ccco3)nn2S(=O)(=O)c2ccc3ccccc3c2)cc1OC | -4% | -4% | -6
